bCat nuc transl: modulators of beta-catenin nuclear translocation, primary screen, imaging, HeLa cells, immunofluorescence, high-content; nuclear translocation activity, % at 5 µM; 190,000 compounds, 0.3% hits; AID 1665, 2009;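 active = nuclear translocation activity above 50% at 5 µM, with a well cell count of 50 or more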;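 also: per-cell ratio of nuclear to cytoplasmic median beta-catenin stain intensity; plate controls were DMSO negative control for no effect and GSK-3 inhibitor IX positive control for full effect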
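System: HeLa cells, endogenous beta-catenin; compound dosing: 5 µM primary single dose, 0.1% DMSO, 0.02–20 µM confirmation series; incubation: 24 h compound exposure at 37°C, 5% CO2; signal: beta-catenin immunofluorescence imaging with DAPI; evaluation: % activation, nuclear-to-cytoplasmic median beta-catenin signal ratio per cell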
Hep lipid drop: inhibitors of hepatocyte lipid droplet formation, primary screen, imaging, high-throughput imaging, BODIPY stain; AML12 mouse hepatocytes, oleate lipid droplets; inhibition, % at 6.5 µM; 240,000 compounds, 0.4% hits; AID 1656, 2009;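 active = lipid droplet intensity inhibited by at least 50%, with more than 500 cells counted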
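Technique: fluorescence imaging, 20x objective, two fields per well / Assay system: AML12 hepatocytes (mouse) / Measure: % inhibition of lipid droplet signal / Doses: 6.5 µM single-point dosing / Incubation: overnight exposure / Reagent: 100 µM oleic acid challenge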
MT stabilize HCS: microtubule stabilizers in HeLa cells, primary screen, imaging, high-content imaging; HeLa tubulin immunostaining HCS, 24 h; share of cells brighter than vehicle mean+2SD; % tubulin-high responders, % at 10 µM; 200,000 compounds, 0.83% hits; AID 2205, 2009;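 active = plate Z-score above 3 for both tubulin-high and condensed-nucleus cell shares, with cell loss under 80%, at 10 µM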;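 also: anti alpha tubulin signal scored within the nucleus-defined area of each cell; some results filed as inactive read as strong as hits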
Salmonella PhoP GFP: inhibitors of PhoP regulon expression, primary screen, Salmonella Typhimurium, GFP reporter (AID 1863) | S. Typhimurium PhoP-regulated promoter GFP reporter, 4 h; higher % means a stronger effect | inhibition, % at 50 µM, or IC50 in µM where a hit was titrated | 300,000 compounds, 0.16% hits;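 active = inhibition over 29.93%, a cutoff 3 SD above the screen mean, later confirmed by dose response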;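 also: 0% = low Mg2+ inducing control and 100% = high Mg2+ repressing control; strong numbers were not always called active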
Autophagy HCS: autophagy modulators in MEF cells, primary screen, imaging, high-content, MEF GFP-LC3; AID 463193, 2010; MEF GFP-LC3 puncta imaging; test concentration mostly 10 µM; calls only at 10 µM (by protocol); 190,000 compounds, 0.98% hits;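 active = percentage of spot-positive cells more than 3 SD above its plate mean, without a fluorescence outlier flag or 80% toxicity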;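 also: spot-positive cell cutoff set from DMSO-treated cells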
Ins promoter up: insulin promoter activators in MIN6 cells, imaging, high-content screening, mouse beta cells. MIN6 insulin promoter-GFP reporter; stronger effect = higher value. 190,000 compounds, 0.3% hits. z-score at 5 µM;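 active = z-score above 3 at 5 µM with at least 500 cells counted in the well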
Dynein transport: inhibitors of GR-EGFP nuclear translocation, primary screen, dynein cargo transport inhibitor project, imaging, high-content, 3617.4 mouse cells; test concentration mostly 20 µM; stimulated with dexamethasone, 1 µM; stronger effect = lower value; z-score, hits read low; 220,000 compounds, 0.47% hits;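 active = plate z-score of nuclear minus cytoplasmic receptor signal below a set negative limit, without overly bright fluorescence or cell loss, cut at about -3.5 in these data, passing the limit was not always enough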;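 also: z-score of nuclear minus cytoplasmic ring GR-EGFP intensity difference per well; some compounds called inactive have numbers as strong as hits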
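medium = tetracycline-free induction medium containing charcoal-stripped FBS | also added = 1.0 µM final dexamethasone stimulus | schedule = 48 h induction, 1 h compound, 30 min dex at 37 °C | technique = fixed, Hoechst-stained cells imaged at 10x for EGFP | measure = GR-EGFP nuclear translocation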
ER stress rescue: rescue of cells from ER stress-induced death, primary screen, 384-well, CSM14.1, thapsigargin, ATP luminescence (AID 1222) | CSM14.1 thapsigargin-induced death rescue, ATP luminescence; higher % means a stronger effect | cellular ATP content (survival), % at 20 µM; hits with a dose series show EC50 in µM | 190,000 tested, under 10 active;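 active = EC50 below 50 µM in the dose-response confirmation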;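 also: death triggered by thapsigargin at about 15 µM added after 2 h compound pretreatment; cell ATP read after overnight thapsigargin exposure of roughly 18 to 22 hours; normalized against plate controls of thapsigargin alone and 5% DMSO vehicle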
T cell modulator: modulators of CD8 T cell-vesicle binding, primary screen, mouse 2C CD8+ T cells, flow cytometry; 2C CD8+ T cell-vesicle binding; stronger effect = lower value; calls only at 7 µM; 330,000 compounds, 0.068% hits; AID 2052, 2009;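 active = response, share of CD8 T cells binding vesicles, and their 90th percentile fluorescence all below set limits, cut at about 80% in these data, passing the limit was not always enough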
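material = purified 2C TCR transgenic mouse naive CD8+ T cells | controls = Unloaded micro-vesicles (low), QL9 vesicles with 0.7% DMSO (high) | detection = cytometric PE anti-B7-1 and Alexa647 anti-CD8 signals after 1% paraformaldehyde fixation | incubation = binding step 1.5 h, 37 °C, antibody labelling 20 min, ice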
Dynein transport cytoplasmic EGFP: also measured in Dynein transport; calls as there; z-score; measured here: cytoplasmic GR-EGFP intensity; stronger effect = higher value
Dynein transport nuclear GR-EGFP: second read-out of Dynein transport, no call of its own (marks repeat the call); z-score; measured here: nuclear GR-EGFP intensity;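 lower value marks the stronger effect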
Dynein transport cell count: also measured in Dynein transport; calls as there; z-score; measured here: cell count per field
Ins promoter up cell count: further read-out of Ins promoter up, marked with its call; cell count; measured here: cytotoxicity, nuclei count;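 total cells summed across four imaged fields per well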
Hep lipid drop cells 6.5 µM: also measured in Hep lipid drop; calls as there; cell count; measured here: cell count, cytotoxicity flag;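 cells counted across two imaged fields per well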
bCat nuc transl cell count 5 µM: recorded beside bCat nuc transl, whose call it bears; cell count; measured here: cell count, cytotoxicity flag
T cell modulator vesicle-bound %: recorded beside T cell modulator, whose call it bears; double positive events, %; measured here: CD8+ vesicle-bound cell fraction;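 binding gate set so that unloaded-vesicle control wells show 10% double positive cells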
MT stabilize HCS Hoechst-high %: also measured in MT stabilize HCS; calls as there; % Hoechst-high responders; measured here: nuclear condensation Hoechst responders;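 share of cells brighter than vehicle mean plus two SD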
MT stabilize HCS cytotoxicity %: also measured in MT stabilize HCS; calls as there; toxicity, %; measured here: cytotoxicity by cell density;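 0% = mean cell density of plate MIN control wells and 100% = no cells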
Autophagy HCS cell loss 18 h: also measured in Autophagy HCS; calls as there; toxicity, %; measured here: cell loss, nuclei count;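 cell loss after 18 h compound exposure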
* = called active by the depositor; i = inactive; / = not tested or not shown. Random draw from the library (roughly 3% active in at least one column).

no.	Compound	T cell modulator vesicle-bound %	bCat nuc transl cell count 5 µM	MT stabilize HCS cytotoxicity %	MT stabilize HCS Hoechst-high %	Hep lipid drop cells 6.5 µM	bCat nuc transl	Ins promoter up	ER stress rescue	Autophagy HCS cell loss 18 h	Dynein transport
1	O=C(NCc1cccnc1)c1ccc2c(c1)N(Cc1ccccc1)CCS2	29	1050	/	/	695	-0.9	-0.35	/	/	2.1
2	CCN(CC)CC(=O)Nc1ccc(-c2ccc(NC(=O)CN(CC)CC)c(OC)c2)cc1OC	50	1564	3.9	3.1	720	-0.5	-1.6	21%	11	-0.27
3	CC(C)CN1C(=O)NC(NC(=O)c2ccco2)(C(F)(F)F)C1=O (stereo unspecified)	31	1005	11	4.4	/	-7.3	1.5	-1.6%	10	0.045
4	Cc1ccc(-n2nnc3c(SCC(=O)NCc4ccco4)ncnc32)cc1	52	370	1.2	1.5	679	11	/	-1.7%	3	1.1
5	O=S(=O)(CCN1CCN(c2ccccn2)CC1)c1ccc(F)cc1	25	1144	/	/	758	-3.2	-0.06	/	/	0.69
6	O=C(N/N=C/c1cccc([N+](=O)[O-])c1)c1ccccc1-n1cccc1	34	1080	1.5	1.5	695	-1.8	0.74	1.4%	-2	-0.32
7	COc1ccc(S(=O)(=O)N2CCCC(C(=O)NC3CCCCC3)C2)cc1 (stereo unspecified)	36	1088	13	2.5	646	2.9	0.29	-2.3%	-17	-1.1
8	CCOC(=O)c1csc(NC(C)=O)n1	23	1050	0.1	2.3	723	-1.0	0.47	-0.3%	-6	1.4
9	Cc1[nH]c2ccccc2c1/C=N/NC(=O)CNC(=O)c1ccc2c(c1)OCCO2	33	1294	/	/	671	-0.2	-1.8	/	/	-0.28
10	O=C(NOC(=O)c1ccccc1Cl)c1cccs1	52	1178	7.9	1.8	792	-3.9	0.25	-1.3%	3	-1.3

no.	Dynein transport cytoplasmic EGFP	T cell modulator	Salmonella PhoP GFP	Ins promoter up cell count	Autophagy HCS	Dynein transport cell count	MT stabilize HCS	Dynein transport nuclear GR-EGFP	Hep lipid drop
1	-0.34	i	-2%	1466	/	0.77	/	0.48	-20
2	-0.35	i	-5%	1368	i	0.23	4.1	0.2	0
3	-0.22	i	-5%	1396	i	-0.14	3.8	0.11	/
4	-0.11	i	-2%	/	i	0.7	3.5	1.1	-14
5	-0.27	i	-7%	1387	/	-0.19	/	0.09	7
6	-0.24	i	0%	1196	i	-1	0.8	0.59	-2
7	-0.21	i	-5%	730	i	0.13	3.0	-0.23	5
8	-0.18	i	9%	1191	i	-1.5	4.2	0.9	18
9	-0.2	i	-3%	1128	/	0.057	/	0.22	-8
10	-0.25	i	-11%	879	i	2.4	2.8	-0.39	4

no.	Compound	T cell modulator vesicle-bound %	bCat nuc transl cell count 5 µM	MT stabilize HCS cytotoxicity %	MT stabilize HCS Hoechst-high %	Hep lipid drop cells 6.5 µM	bCat nuc transl	Ins promoter up	ER stress rescue	Autophagy HCS cell loss 18 h	Dynein transport
11	COCC(C)NC(=O)c1cccc([N+](=O)[O-])c1 (stereo unspecified)	37	998	1.6	2.0	718	1.5	-0.54	-0.3%	19	-0.46
12	Cc1cc(C(=O)COC(=O)c2cc(O)c3ccccc3c2O)c(C)n1CC1CCCO1 (stereo unspecified)	/	1026	2.9	3.7	736	0.2	0.06	-1.1%	10	-6.7
13	COn1c(SC(C)C)nc2ccccc2c1=O	54	1285	10	1.7	/	2.3	0.77	-1.1%	-2	-0.51
14	Cc1onc(-c2c(Cl)cccc2Cl)c1NC(=O)NC1CCSC1 (stereo unspecified)	21	1371	/	/	602	-0.3	0.23	/	/	0.029
15	CC(NS(=O)(=O)c1cccc(Cl)c1)C(=O)N(C)C1CCN(C)CC1 (stereo unspecified)	30	1031	7.0	1.6	678	-2.5	0.89	-0.2%	-3	0.6
16	CC1C/C(=N\Nc2ccc(S(N)(=O)=O)cc2[N+](=O)[O-])CC(C)(C)C1 (stereo unspecified)	45	855	2.1	1.6	642	0.9	-0.91	-1.8%	-4	-0.73
17	O=C(O)C1CCN(C(=O)c2csc(-c3ccc4c(c3)CCO4)n2)CC1	43	1071	/	/	693	0.5	0.3	/	/	0.51
18	O=C1OC(c2ccccc2)c2ccc3ccccc3c21 (stereo unspecified)	30	473	10	3.5	725	0.1	0.17	-0.3%	-5	-0.33
19	CC(c1nccs1)N(C)C(=O)CCc1nnc(Cc2c[nH]c3ccccc23)o1 (stereo unspecified)	46	1527	3.1	1.1	647	1.2	1.4	-1.6%	-10	1.1
20	CCOC(=O)c1cc(NC(=O)OC)c(C)nc1C	58	/	9.5	3.1	759	/	-0.33	-2.6%	-7	-0.63

no.	Dynein transport cytoplasmic EGFP	T cell modulator	Salmonella PhoP GFP	Ins promoter up cell count	Autophagy HCS	Dynein transport cell count	MT stabilize HCS	Dynein transport nuclear GR-EGFP	Hep lipid drop
11	-0.29	i	-4%	1427	i	0.36	3.6	-0.41	10
12	7.7	/	-2%	1264	i	1.7	3.9	-1.9	7
13	-0.27	i	-1%	1471	i	0.32	2.0	-0.9	/
14	-0.17	i	5%	1089	/	-0.31	/	0.049	-46
15	-0.21	i	3%	1588	i	-1.5	2.6	0.65	15
16	-0.3	i	4%	1277	i	0.94	2.9	-0.63	0
17	-0.12	i	-5%	1401	/	-0.35	/	0.14	12
18	0.71	i	4%	1461	i	0.058	1.9	-0.27	6
19	-0.19	i	4%	1376	i	-0.57	1.3	0.78	1
20	-0.21	i	-13%	1265	i	0.3	4.4	-0.069	-8

Some of these compounds in order of length of the SMILES, descending.
no.	Compound	T cell modulator vesicle-bound %	bCat nuc transl cell count 5 µM	MT stabilize HCS cytotoxicity %	MT stabilize HCS Hoechst-high %	Hep lipid drop cells 6.5 µM	bCat nuc transl	Ins promoter up	ER stress rescue	Autophagy HCS cell loss 18 h	Dynein transport
19	CC(c1nccs1)N(C)C(=O)CCc1nnc(Cc2c[nH]c3ccccc23)o1 (stereo unspecified)	46	1527	3.1	1.1	647	1.2	1.4	-1.6%	-10	1.1
17	O=C(O)C1CCN(C(=O)c2csc(-c3ccc4c(c3)CCO4)n2)CC1	43	1071	/	/	693	0.5	0.3	/	/	0.51
13	COn1c(SC(C)C)nc2ccccc2c1=O	54	1285	10	1.7	/	2.3	0.77	-1.1%	-2	-0.51

no.	Dynein transport cytoplasmic EGFP	T cell modulator	Salmonella PhoP GFP	Ins promoter up cell count	Autophagy HCS	Dynein transport cell count	MT stabilize HCS	Dynein transport nuclear GR-EGFP	Hep lipid drop
19	-0.19	i	4%	1376	i	-0.57	1.3	0.78	1
17	-0.12	i	-5%	1401	/	-0.35	/	0.14	12
13	-0.27	i	-1%	1471	i	0.32	2.0	-0.9	/

Additional entries follow:
no.	Compound	T cell modulator vesicle-bound %	bCat nuc transl cell count 5 µM	MT stabilize HCS cytotoxicity %	MT stabilize HCS Hoechst-high %	Hep lipid drop cells 6.5 µM	bCat nuc transl	Ins promoter up	ER stress rescue	Autophagy HCS cell loss 18 h	Dynein transport
21	CCNC(=O)c1ccccc1NC(=O)c1cccc(S(=O)(=O)N2CCOCC2)c1	7	625	2.0	2.3	735	-1.5	-0.22	-1.3%	6	-0.75
22	O=C(Nc1ccc2c(c1)OCO2)c1cnn2cccnc12	10	1020	8.8	2.2	755	0.6	0.64	-1.3%	46	0.33
23	CC(C)NC(=S)NN=C1CCCCCCCCCCC1	47	1142	3.8	2.0	720	-3.6	-0.98	0.7%	10	-0.38
24	CCOC(=O)C1CCN(c2ncnc3c2c(-c2ccccc2)cn3-c2ccccc2)CC1	17	1127	7.3	3.6	687	-1.3	2.7	-11%	-2	-0.29
25	COCC(C)NC(=O)C(C)Oc1ccccc1 (stereo unspecified)	42	946	2.3	4.2	576	0.7	-0.02	-0.1%	12	-0.25
26	OC(Cn1ccnc1)c1ccc(Cl)cc1Cl (stereo unspecified)	36	974	0.0	2.1	/	-4.5	0.25	-1.4%	-38	1.7
27	COC(=O)c1cc(S(=O)(=O)Nc2cc(S(=O)(=O)N(C)C)ccc2C)oc1C	56	1061	/	/	756	1.8	1.4	/	/	-1.2

no.	Dynein transport cytoplasmic EGFP	T cell modulator	Salmonella PhoP GFP	Ins promoter up cell count	Autophagy HCS	Dynein transport cell count	MT stabilize HCS	Dynein transport nuclear GR-EGFP	Hep lipid drop
21	-0.27	i	-6%	1155	i	0.57	2.1	0.37	2
22	-0.23	i	38%	1314	i	0.8	2.9	0.56	1
23	-0.36	i	-8%	1595	i	0.4	3.4	-0.21	3
24	-0.3	i	-13%	1326	i	-0.029	2.6	-0.48	-19
25	-0.26	i	-6%	1343	i	-0.53	3.9	-0.16	4
26	-0.32	i	24%	1461	i	-0.53	7.0	0.57	/
27	-0.23	i	-17%	1510	/	1.4	/	-0.79	3
